# Compound activity deposited in PubChem BioAssay by several laboratories.
# Dynein transport = blocks dynein driven cargo transport along microtubules | 3617.4 mouse cells, GR-EGFP nuclear translocation imaging; test concentration mostly 20 µM; stimulated with dexamethasone, 1 µM; active compounds read low | z-score, hits read low | 0.47% of 220,000 active | AID 1381;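 active = plate z-score of nuclear minus cytoplasmic receptor signal below a set negative limit, without overly bright fluorescence or cell loss, cut at about -3.5 in these data, passing the limit was not always enough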;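 note: z-score of nuclear minus cytoplasmic ring GR-EGFP intensity difference per well; some compounds called inactive have numbers as strong as hits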
#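 Buffer or medium – tet-free medium with charcoal-stripped serum · Signal – automated 10x imaging of fixed Hoechst-stained cells · Also added – dexamethasone agonist, 1.0 µM final, for 30 min · Incubation – induction 48 h, compound 1 h, agonist 30 min · Read-out – GR-EGFP nuclear translocation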
# MT stabilize HCS = stabilizes microtubules in HeLa cells; % tubulin-high responders, % at 10 µM; 0.83% of 200,000 active; HeLa tubulin immunostaining HCS, 24 h; share of cells brighter than vehicle mean+2SD;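 active = plate Z-score above 3 for both tubulin-high and condensed-nucleus cell shares, with cell loss under 80%, at 10 µM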;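 note: anti alpha tubulin signal scored within the nucleus-defined area of each cell; some results filed as inactive read as strong as hits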
# Insulin prom up = MIN6 insulin promoter up-regulation. MIN6 insulin promoter-GFP reporter, high-content imaging; active compounds read high. z-score at 5 µM. 0.3% of 190,000 active. AID 1625;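 active = z-score above 3 at 5 µM with at least 500 cells counted in the well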
# bCat nuc transl = beta-catenin nuclear translocation modulation. 0.3% of 190,000 active. HeLa beta-catenin nuclear translocation, immunofluorescence imaging. nuclear translocation activity, % at 5 µM;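 active = nuclear translocation activity above 50% at 5 µM, with a well cell count of 50 or more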;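 note: per-cell ratio of nuclear to cytoplasmic median beta-catenin stain intensity; plate controls were DMSO negative control for no effect and GSK-3 inhibitor IX positive control for full effect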
#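 Signal – beta-catenin immunofluorescence imaging with DAPI · Test system – human HeLa cell line · Dosing – 5 µM primary single dose, 0.1% DMSO, 0.02–20 µM confirmation series · Measure – % activation, nuclear-to-cytoplasmic median beta-catenin signal ratio per cell · Incubation – 24 h compound exposure at 37°C, 5% CO2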
# PMI inhibition = MPI inhibition at elevated mannose 6-phosphate – biochemical, fluorescence intensity, high mannose 6-phosphate, primary screen (AID 1220); recombinant PMI enzyme, coupled fluorescence intensity; higher % means a stronger effect; 0.66% of 190,000 active; inhibition, % at 20 µM, or IC50 in µM where a hit was titrated
# Yfh1-depleted yeast = enhancers of respiration in Yfh1-depleted yeast, dose response, Friedreich's ataxia, plus single-dose screen (AID 1465); 0.074% of 220,000 active; one-dose fold induction at 50 µM; EC50 in µM for titrated hits; S. cerevisiae Yfh1-off respiration, WST-1 reduction, 72 h; higher fold induction means a stronger effect;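 active = fold induction of absorbance versus untreated yeast above a set limit, then at least 30% activation at any dose in follow-up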;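 note: activators that raise dye reduction in frataxin-depleted yeast; strong numbers were not always called active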
# WT yeast gro inh = growth inhibition of WT yeast, mitochondrial fusion screen; mitochondrial fusion phenotypic screen, WT strain; inhibition, % at 10 µM; 2.1% of 190,000 active; AID 1362; in the data active = inhibition above about 58%; tested in S. cerevisiae
# Autophagy mod = modulators of autophagy; MEF GFP-LC3 puncta imaging; test concentration mostly 10 µM; 0.98% of 190,000 active; calls only at 10 µM (by protocol);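 active = percentage of spot-positive cells more than 3 SD above its plate mean, without a fluorescence outlier flag or 80% toxicity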;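 note: spot-positive cell cutoff set from DMSO-treated cells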
# PMI inhibitors = MPI enzyme activity inhibition – biochemical, fluorescence intensity, coupled assay, primary screen (AID 1209); 0.42% of 190,000 active; one-dose inhibition, % at 20 µM; IC50 in µM for titrated hits; purified PMI enzyme, coupled fluorescence intensity; higher % means a stronger effect;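 note: plate controls were DMSO vehicle for no effect and wells lacking substrate for full effect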
# WT yeast gro inh mutant strain = also measured in WT yeast gro inh; calls as there; inhibition, %; mitochondrial fusion phenotypic screen, mutant strain inhibition
# Dynein transport cytoplasmic EGFP = recorded beside Dynein transport, whose call it bears; z-score; measured here: cytoplasmic GR-EGFP intensity; active compounds read high
# Dynein transport nuclear GR-EGFP = further read-out of Dynein transport, marked with its call; z-score; measured here: nuclear GR-EGFP intensity;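 lower value marks the stronger effect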
# Dynein transport cell count = also measured in Dynein transport; calls as there; z-score; measured here: cell count per field
# Insulin prom up cell count = also measured in Insulin prom up; calls as there; cell count; measured here: cytotoxicity, nuclei count;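 total cells summed across four imaged fields per well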
# bCat nuc transl cell count 5 µM = further read-out of bCat nuc transl, marked with its call; cell count; measured here: cell count, cytotoxicity flag
# MT stabilize HCS Hoechst-high % = further read-out of MT stabilize HCS, marked with its call; % Hoechst-high responders; measured here: nuclear condensation Hoechst responders;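 share of cells brighter than vehicle mean plus two SD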
# MT stabilize HCS cytotoxicity % = recorded beside MT stabilize HCS, whose call it bears; toxicity, %; measured here: cytotoxicity by cell density;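 0% = mean cell density of plate MIN control wells and 100% = no cells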
# Autophagy mod cell loss 18 h = further read-out of Autophagy mod, marked with its call; toxicity, %; measured here: cell loss, nuclei count;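 cell loss after 18 h compound exposure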
# * marks the source's active call; other numbers are inactive results; i = inactive; / = not tested or not shown; + = active, no number. Cut-off read from the data, not from the text of the source, unless noted: active = inhibition above about 50%; inactive = the rest.
SMILES,Dynein transport,Dynein transport cytoplasmic EGFP,Dynein transport nuclear GR-EGFP,Dynein transport cell count,MT stabilize HCS,MT stabilize HCS Hoechst-high %,MT stabilize HCS cytotoxicity %,Insulin prom up,Insulin prom up cell count,bCat nuc transl,bCat nuc transl cell count 5 µM,PMI inhibition,Yfh1-depleted yeast,WT yeast gro inh,WT yeast gro inh mutant strain,Autophagy mod,Autophagy mod cell loss 18 h,PMI inhibitors
N#CC1(C#N)CC(C=O)=C(N)C1(C#N)CC(=O)C12CC3CC(CC(C3)C1)C2 (stereo unspecified),-1.6,0.093,-1.1,0.32,3.5,2.2,7.4,-0.84,1405,-2.0,1074,32%,i,-6,-3,i,-5,17%
Cc1c([N+](=O)[O-])c([N+](=O)[O-])nn1CC(=O)NCCc1ccccc1,2.6,-0.14,1.2,-1.8,3.8,2.6,2.4,1.3,1465,-3.5,1089,10%,i,-15,-20,i,-9,10%
CN(C)S(=O)(=O)N1CCN(c2ccc([N+](=O)[O-])c(N3CCOCC3)c2)CC1,-0.66,-0.25,-0.0031,0.26,3.1,2.1,6.9,-0.19,1487,-0.3,1523,19%,i,-15,-9,i,9,5%
O=C(CN1C(=O)CSc2ccccc21)N/N=C/c1ccco1,-1,-0.048,-0.14,0.84,/,/,/,0.15,1061,-0.6,1269,/,i,/,/,/,/,/
CCCCNS(=O)(=O)c1ccc(NC(=O)c2cccs2)cc1,0.26,-0.0081,0.38,-0.63,2.2,1.3,5.1,0.7,1551,-1.4,1035,2%,i,7,-1,i,-17,0%
CCCn1c(SCC(=O)c2cc(OC)ccc2OC)nc2c1c(=O)n(C)c(=O)n2C,1.4,-0.2,0.6,0.31,2.3,1.5,1.5,0.18,1317,2.6,1146,-6%,/,/,/,i,-5,-5%
Cc1ccc(S(=O)(=O)NCCNC(=O)CN2CCCC2)cc1,1.2,-0.012,0.93,-0.61,2.3,2.4,19,/,/,/,/,-10%,i,2,-1,i,-10,-12%
Cc1cc(C)n(CC(=O)c2cccc([N+](=O)[O-])c2)n1,-0.42,-0.31,0.039,-0.3,6.2,2.1,11,-0.45,1318,-0.9,1106,-1%,i,-9,4,i,3,-13%
CCCCn1c(=O)n(CC(=O)Nc2ccc(C)c(Cl)c2)c(=O)c2c1ncn2Cc1ccco1,-0.088,-0.23,0.55,0.26,3.5,4.5,3.6,-0.53,1229,0.0,1088,2%,i,14,-2,i,23,6%
CN(C)/C=C(\C#N)C(=O)c1cccc(Oc2ccc(Br)cc2)c1,-0.8,-0.17,0.42,0.0016,2.1,1.9,2.9,0.21,1610,-0.3,797,0%,i,-10,9,i,5,6%
Cc1ccccc1OCCCCCn1ccnc1,-0.52,-0.23,-0.14,0.56,2.0,2.3,7.6,-2.6,978,2.1,1100,0%,i,4,6,i,4,4%
O=C(OCc1nc2ccccc2s1)c1ccc(Br)o1,0.51,-0.33,-0.14,-0.47,7.9,1.3,8.1,0.22,1322,-1.2,1091,8%,i,-12,7,i,-2,-6%

# Two consecutive records already listed, quoted:
SMILES,Dynein transport,Dynein transport cytoplasmic EGFP,Dynein transport nuclear GR-EGFP,Dynein transport cell count,MT stabilize HCS,MT stabilize HCS Hoechst-high %,MT stabilize HCS cytotoxicity %,Insulin prom up,Insulin prom up cell count,bCat nuc transl,bCat nuc transl cell count 5 µM,PMI inhibition,Yfh1-depleted yeast,WT yeast gro inh,WT yeast gro inh mutant strain,Autophagy mod,Autophagy mod cell loss 18 h,PMI inhibitors
Cc1ccccc1OCCCCCn1ccnc1,-0.52,-0.23,-0.14,0.56,2.0,2.3,7.6,-2.6,978,2.1,1100,0%,i,4,6,i,4,4%
O=C(OCc1nc2ccccc2s1)c1ccc(Br)o1,0.51,-0.33,-0.14,-0.47,7.9,1.3,8.1,0.22,1322,-1.2,1091,8%,i,-12,7,i,-2,-6%

# Some of these compounds in order of the MT stabilize HCS Hoechst-high % value, highest first:
SMILES | MT stabilize HCS Hoechst-high %
Cc1c([N+](=O)[O-])c([N+](=O)[O-])nn1CC(=O)NCCc1ccccc1 | 2.6
Cc1ccccc1OCCCCCn1ccnc1 | 2.3
Cc1cc(C)n(CC(=O)c2cccc([N+](=O)[O-])c2)n1 | 2.1
CCCCNS(=O)(=O)c1ccc(NC(=O)c2cccs2)cc1 | 1.3

# More entries
SMILES,Dynein transport,Dynein transport cytoplasmic EGFP,Dynein transport nuclear GR-EGFP,Dynein transport cell count,MT stabilize HCS,MT stabilize HCS Hoechst-high %,MT stabilize HCS cytotoxicity %,Insulin prom up,Insulin prom up cell count,bCat nuc transl,bCat nuc transl cell count 5 µM,PMI inhibition,Yfh1-depleted yeast,WT yeast gro inh,WT yeast gro inh mutant strain,Autophagy mod,Autophagy mod cell loss 18 h,PMI inhibitors
CCOC(=O)c1ccc2nc(Nc3nc4ccc(F)cc4s3)sc2c1,-0.54,-0.33,-0.75,0.55,2.2,4.2,5.1,0.96,1164,1.5,369,-44%,i,21,33,i,-10,-45%
COc1ccccc1C1/C(=C(\O)c2ccc3c(c2)OCCO3)C(=O)C(=O)N1CCCN(C)C (stereo unspecified),/,/,/,/,/,/,/,0.6,1227,-0.8,1169,2%,/,/,/,/,/,4%
COc1ccc(OC)c(S(=O)(=O)NCc2cn3ccsc3n2)c1,2.3,-0.16,1.7,-0.56,2.2,3.1,14,0.48,1340,0.3,618,10%,i,-9,-16,i,-7,2%
O=C(NC1CCCCC1)c1cccc(S(=O)(=O)N2CCOCC2)c1,1.9,-0.37,0.96,-0.092,6.3,2.7,18,0.17,1887,-2.7,1136,14%,i,1,-23,i,21,7%
Cn1c(SCc2cccc(Br)c2)nnc1-c1ccccn1,-1.2,-0.21,-0.64,0.22,/,/,/,-0.66,1076,1.3,1292,/,i,/,/,/,/,/
Cc1ccc2cc(C#N)c(N3CCCN(C(=O)C4CCCO4)CC3)nc2c1 (stereo unspecified),-0.96,-0.21,-0.19,0.85,3.1,2.1,0.2,0.28,1301,-2.2,940,-43%,i,-12,6,i,-4,-21%
Cc1ccc(NC(=O)c2ccc(Cl)cc2[N+](=O)[O-])nc1,1.4,-0.19,1.2,-1.3,36*,28*,32*,-0.41,1636,0.7,1546,2%,i,-2,-8,i,10,3%
Cc1cc(=O)[nH]c(SCC(=O)N(CCC#N)c2ccccc2)c1C#N,-0.12,-0.34,0.65,-0.039,3.8,3.9,5.6,-0.29,1218,-4.3,1059,0%,i,-13,5,i,-1,-17%
c1ccc(-c2cc(CSc3nc4ccccc4[nH]3)on2)cc1,0.49,-0.25,0.37,-0.8,2.3,2.1,9.4,-0.74,1251,-1.2,1089,13%,i,-8,3,i,14,12%
CNC(=S)Nc1sc2c(c1C(=O)OC)CCC2,-0.8,-0.25,-0.29,0.78,3.0,1.8,5.2,0.37,1341,-2.5,1110,-2%,i,12,16,i,-7,2%
CCOC(=O)CSc1nc2c(sc(=S)n2Cc2ccco2)c(=O)n1-c1ccc(F)cc1,-1.3,0.19,-0.69,2.4,1.5,2.5,5.2,0.94,1500,1.0,1327,14%,i,9,-28,i,3,19%
COc1ccc(CN2CCS(=O)(=O)CC2)cc1OC,2.2,-0.23,1.1,-2,1.8,1.8,5.1,0.1,1531,-5.0,1090,9%,i,0,-2,i,9,-6%
CC1CCc2cc(F)ccc2N1C(=O)c1ccc2c(c1)OCO2 (stereo unspecified),0.69,-0.21,0.51,1.5,2.3,3.0,6.8,-4.9,923,/,/,4%,i,8,12,+,1.2*,10%
O=C(c1ccccc1)C1C(=O)c2ccccc2C1=O,0.26,-0.18,0.45,-0.09,4.2,3.2,4.7,0.24,1540,-1.8,1394,-28%,i,-20,-27,i,12,-16%
O=C(OCCCN1CCCC1)C1(c2ccccc2)CCCC1,0.82,-0.14,0.52,-0.0033,3.1,3.1,8.3,-0.11,1271,/,/,6%,i,7,6,i,-1,10%
O=C1c2cccc3c([N+](=O)[O-])ccc(c23)C(=O)N1c1ccc(Cl)cn1,1.1,8.8,3,0.56,60,8.3,80,0.26,1246,1.0,1343,10%,/,-2,21,i,-24,-1%
CS(=O)(=O)N(CCc1ccccc1)CC(=O)NCC1CCCO1 (stereo unspecified),-0.97,-0.23,-0.68,1.2,3.3,2.1,4.5,1.2,1022,-3.2,1214,4%,i,9,14,i,3,9%
NC(=O)N/N=C\c1cc(Br)ccc1O,-0.97,-0.2,-0.77,1.2,4.1,1.8,7.1,0.16,1347,-2.4,850,23%,i,-14,-4,i,-6,22%
CC1CN(CCc2ccccc2)c2nc3c(c(=O)[nH]c(=O)n3C)n2C1 (stereo unspecified),-0.94,-0.24,-0.13,0.054,11,5.7,10.0,0.78,1245,-4.4,830,12%,i,13,25,i,7,0%
CCOC(=O)C1=C(C)N(C)C(=O)C1CC(=O)O (stereo unspecified),-0.22,-0.18,-0.19,0.35,1.8,1.2,6.7,0.89,1471,-0.1,1400,-1%,i,-15,5,i,-2,-3%
CCOC(=O)C1=C(C)NC(SCC(=O)O)=NC1c1ccccc1 (stereo unspecified),-0.74,-0.019,-0.16,-0.083,3.7,1.8,8.2,1.4,1021,-6.1,866,15%,i,-6,-13,i,-5,12%
O=C(CCCOc1ccc(Cl)cc1Cl)Nc1ccncc1,-0.51,-0.02,0.02,0.21,1.0,1.2,5.4,0.98,882,/,/,1%,i,16,11,i,25,7%
CC(=O)c1ccc(N2CCCCCC2)c(F)c1,-0.8,0.92,-0.0074,-0.15,5.6,2.9,4.4,0.05,1342,-2.4,927,-2%,i,-1,19,i,22,-27%
O=C(NC(=S)N1CCc2ccccc21)c1ccccc1Br,0.048,-0.29,-0.19,1.5,2.1,3.8,9.1,-0.37,1312,-0.1,1114,-1%,i,51,21,i,-4,-3%
